GPR151 activ: human GPR151 activation | Q8TDV0 | PathHunter beta-arrestin GPR151 cells, luminescence | activation, % at 11.2 µM | actives 1% (n = 650,000); in the data active means activation above about 4.9%;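 further: 0% = median of compound wells and 100% = cells with positive control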
FBW7 activator: activators of human E3 ligase FBW7; AlphaScreen FBW7–phospho-cyclin E peptide binding, activator screen; Q969H0; actives 0.13% (n = 650,000); AID 1259310; normalized activity (activation), % at 26.1 µM; in the data active means normalized activity above about 1.9%;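 further: purified mutant Fbw7 with reduced substrate affinity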
Target sequence (Q969H0 whole entry, looked up): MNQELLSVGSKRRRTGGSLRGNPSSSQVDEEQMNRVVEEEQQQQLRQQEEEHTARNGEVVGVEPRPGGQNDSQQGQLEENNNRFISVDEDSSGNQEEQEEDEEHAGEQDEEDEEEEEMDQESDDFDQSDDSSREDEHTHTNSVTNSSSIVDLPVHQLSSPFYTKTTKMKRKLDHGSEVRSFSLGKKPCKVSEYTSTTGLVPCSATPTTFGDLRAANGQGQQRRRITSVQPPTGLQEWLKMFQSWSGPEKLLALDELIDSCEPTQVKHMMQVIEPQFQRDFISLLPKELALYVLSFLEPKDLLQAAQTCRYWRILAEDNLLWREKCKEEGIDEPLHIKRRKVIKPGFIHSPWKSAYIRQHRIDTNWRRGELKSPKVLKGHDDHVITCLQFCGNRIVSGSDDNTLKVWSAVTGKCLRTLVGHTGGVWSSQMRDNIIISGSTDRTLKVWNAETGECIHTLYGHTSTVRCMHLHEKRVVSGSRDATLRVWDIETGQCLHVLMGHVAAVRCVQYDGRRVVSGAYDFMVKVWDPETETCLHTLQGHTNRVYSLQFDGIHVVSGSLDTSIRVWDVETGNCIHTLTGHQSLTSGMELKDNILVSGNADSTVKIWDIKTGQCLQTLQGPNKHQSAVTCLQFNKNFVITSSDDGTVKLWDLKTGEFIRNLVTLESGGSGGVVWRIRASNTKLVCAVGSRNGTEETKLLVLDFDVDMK
TEAD-YAP inh: TEAD-YAP interaction inhibition. HEK-TIYL cells, TEAD-Gal4/YAP UAS-luciferase luminescence. inhibition, % at 9.12 µM. actives 1.4% (n = 640,000). AID 1259422; in the data active means inhibition above about 32%;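 further: 0% = median of test compound wells and 100% = reference inhibitor wells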
MITF inh: inhibitors of human MITF | O75030 | AlphaScreen MITF homodimerization, bead proximity signal | inhibition, % at 2.6 µM | actives 0.91% (n = 650,000) | AID 1259374; in the data active means inhibition above about 50%;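 further: 0% = vehicle wells with protein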
* hit, by the source's call; / = not tested or not shown; & = joins results of further samples.

SMILES | GPR151 activ | FBW7 activator | TEAD-YAP inh | MITF inh
O=C(NCCCN1CCCC1=O)c1cccc(N2CCCC2=O)c1 | 0.1 | 0.0 | 7 | 6
CCCNS(=O)(=O)c1ccc(F)c(C(=O)Nc2ccc(Br)cc2)c1 | -1.4 | -0.1 | 5 | -7
CCNC(=O)c1cc2c(=O)n3ccccc3nc2n(CCCOCC)c1=N | -0.5 | -0.1 | 3 | 9
Cc1ccc(C2C(=O)N(C3CCC(C)CC3)CC(=O)N2Cc2cccs2)cc1 (stereo not given) | -1.4 | -0.1 | 7 | -6
Cc1ccc(NC(=O)c2cc(S(=O)(=O)NCc3ccc(C(=O)O)cc3)ccc2F)cc1Cl | 0.8 | -0.1 | -7 | -9
COc1cccc(CC2(CO)CCCN(Cc3cc(CC(C)C)n[nH]3)C2)c1 (stereo not given) | 0.0 | 0.3 | -1 | -6
N#CC1=C(N)Oc2cc(N)ccc2C1c1cccc(F)c1 (stereo not given) | -1.4 | -0.1 | 3 | -4
CCCCC[C@H](O)/C=C/[C@@H]1[C@@H](C/C=C\CCCC(=O)NC(CO)CO)[C@@H](O)C[C@H]1O | 2.5 | / | / | -3
Cc1cc(C(c2ccc(C)o2)c2ccc(C)o2)c(O)c([N+](=O)[O-])c1 | 0.1 | -0.2 | 2 | 17
COc1ccc(SCC(=O)Nc2ccc3sc(C)nc3c2)cc1 | 0.0 | -0.1 | -2 | -3
CC(C)OCCCNC(=O)c1cc2c(=O)[nH]c3ccccc3c2n1C | -0.5 | -0.2 | 3 | 3
C=CCc1cc(/C=C2/NC(=O)NC2=O)cc(OCC)c1OCc1ccccc1Cl | 1.5 | -0.1 | 3 | 5
O=C(Cc1n[nH]c(=O)c2ccccc12)N/N=C/C=C/c1ccccc1 | 0.8 | 0.0 | -5 | -2
O=C(Cc1c(F)cccc1Cl)Nc1nccs1 | -0.5 | 0.1 | -3 | 16
CCSc1nnc(C2CCCN(CC(=O)N3CCN(c4ccccc4)CC3)C2)n1CC (stereo not given) | -0.7 | -0.2 | -2 | 8
CNC(=O)c1ccsc1NC(=O)c1ccc(F)cc1 | -2.0 | -0.1 | -12 | 23
O=C(CC1C(=O)NCCN1Cc1cccc(F)c1F)NCc1ccccc1-n1cncn1 (stereo not given) | 0.8 | 0.1 | 4 | -3
COc1cc(CN2CCC3(CC2)CC3C(=O)N2C[C@@H](C)O[C@@H](C)C2)cc(OC)c1O (stereo not given in full) | -0.3 | -0.1 | -2 | -4
CCOc1cc(C2C(C(=O)OCCc3ccccc3)=C(C)NC3=C2C(=O)CC(c2ccc(Cl)cc2)C3)cc(Br)c1O (stereo not given) | -1.1 | 1.0 | 9 | -2
OCCCNc1cc(-c2ccc(F)cc2)nc(-c2ccccc2)n1 | -2.2 | 0.2 | 0 | 24
CN1CCN(c2ccc(-c3cncc(-c4cnn(Cc5ccccc5)c4)n3)cn2)CC1 | 2.7 | 0.0 | -33 | -16
CC1(C)OC(c2ccccc2)=C/C(=C/C=Nc2ccccc2)O1 | -0.8 | 0.5 | 7 | -12
CC(=O)c1cccc(-c2nc(NCc3cccnc3)c3[nH]cnc3n2)c1 | -0.6 | 0.0 | -11 | 30
Cc1ccc(S(=O)(=O)c2nc(-c3ccco3)oc2N2CCOCC2)cc1 | 0.1 | 0.1 | 4 | 3
OCCNc1nc(NCCN2CCOCC2)nc2c1ncn2-c1ccsc1 | 0.2 | 0.0 | 25 | -14

Five of these compounds, reformatted:
compound	GPR151 activ	FBW7 activator	TEAD-YAP inh	MITF inh
CN1CCN(c2ccc(-c3cncc(-c4cnn(Cc5ccccc5)c4)n3)cn2)CC1	2.7	0.0	-33	-16
CC1(C)OC(c2ccccc2)=C/C(=C/C=Nc2ccccc2)O1	-0.8	0.5	7	-12
CC(=O)c1cccc(-c2nc(NCc3cccnc3)c3[nH]cnc3n2)c1	-0.6	0.0	-11	30
Cc1ccc(S(=O)(=O)c2nc(-c3ccco3)oc2N2CCOCC2)cc1	0.1	0.1	4	3
OCCNc1nc(NCCN2CCOCC2)nc2c1ncn2-c1ccsc1	0.2	0.0	25	-14

Additional structures
SMILES | GPR151 activ | FBW7 activator | TEAD-YAP inh | MITF inh
COc1ccc(OCCCC(=O)Nc2cccc(C(F)(F)F)c2)cc1 | 0.2 | 0.4 | -8 | -20
Cc1ccc(C(CC(=O)N2CCCCC2)c2ccco2)cc1 (stereo not given) | -0.5 | -0.1 | -8 | -2
Cc1ccc(-c2nc(S(=O)(=O)c3ccc(Cl)cc3)c(N3CCOCC3)o2)cc1 | 2.6 | 0.1 | -6 | 2
COc1ccc(-c2csc3ncnc(NCCCO)c23)cc1 | 0.9 | 0.2 | 28 | 8
Cc1ccc(NC(=O)O/N=C/c2ccc(N(C)C)cc2)cc1 | 1.0 | 0.0 | 5 | 2
O=C(CSc1ncccc1C(=O)O)c1ccc2c(c1)OCCO2 | 0.3 | 0.1 | 34* | 0
COc1ccc(C2=N/C(=C\c3cccc(Br)c3)C(=O)O2)cc1[N+](=O)[O-] | -1.1 | 0.6 | 7 | 15
O=C(NCc1cccnc1)c1ccc(N2CCC(NCc3cccs3)CC2)cc1 | -0.6 | 0.0 | 10 | 2
COc1ccc(NC(=O)CSc2nnc(Cc3cccn3C)n2CCc2ccccc2)cc1 | 0.0 | -0.2 | 8 | -11
COc1ccc(NC(=O)COc2ccc(Cl)cc2Cl)c(OC)c1 | -1.5 | 0.1 | 1 | 10
O=C(NN1CCOCC1)c1cccc(F)c1 | 0.4 | -0.1 | -5 | 1
O=C(O)CNS(=O)(=O)c1ccc2c(c1)C(=O)c1cc(S(=O)(=O)NCC(=O)O)ccc1-2 | -1.0 | 0.2 | -3 | 14
CO[C@H]1C[C@H](O[C@H]2[C@H](C)[C@@H](OC3O[C@H](C)C[C@H](N(C)C)[C@H]3O)[C@@H](C)C[C@]3(CO3)C(=O)[C@H](C)[C@@H](O)[C@@H](C)[C@@H](C)OC(=O)[C@@H]2C)O[C@@H](C)[C@@H]1O (stereo not given in full) | -0.8&-1.5&-1.1 | -0.1&0.0&0.1 | -4&-4&-13 | 1&-6&-9
CCNC(=S)N/N=C/c1ccccc1Oc1nc(OC)cc(OC)n1 | 2.1 | 0.0 | -7 | -13
COC(=O)C1=C(C(=O)OC)SC(=C2C(=S)C(C)(C)N(C(=O)c3ccccc3)c3ccc(OC(=O)c4ccccc4)cc32)S1 | 0.8 | -0.3 | 12 | 4
O=C1CN(C(=O)C2CC2)C(c2ccc(F)cc2)c2cc(Br)ccc2N1 (stereo not given) | -0.5 | -0.1 | 9 | 2
CCCN(CCC)S(=O)(=O)c1ccc(C(=O)Nc2ccccc2C)cc1 | -0.8 | 0.0 | -8 | -4
O=C(CCS(=O)(=O)c1ccc(Br)s1)NCCc1ccc(Cl)cc1 | -1.1 | 0.1 | 4 | 7
CCCCc1c(C)c(C#N)c2nc3ccccc3n2c1NCCCN1CCOCC1 | -0.8 | 0.2 | 6 | 7
CSCCC(=O)NCC1Cc2cc(F)cc(-c3ccc(C(C)=O)s3)c2O1 (stereo not given) | -0.8 | -0.2 | -1 | 0
CCn1c2ccccc2c2nnc(SCC(=O)Nc3ccc(C)cn3)nc21 | 0.4 | -0.1 | 1 | -1
CCCNS(=O)(=O)CCNC(=O)c1cccc(OC)c1 | 0.3 | 0.4 | 7 | -14
COc1ccc(C2C(C(C)=O)=C(C)Nc3ncnn32)cc1 (stereo not given) | 1.2 | -0.1 | -9 | 5
Cc1nc2sccn2c1CN1CCN(CCCc2ccccc2)C(CCO)C1 (stereo not given) | 1.2 | 0.4 | 14 | 11
Cc1cc(C)nc(SCc2cc(=O)c(OC(=O)c3ccc(Cl)cc3Cl)co2)n1 | -2.0 | 0.3 | -6 | 3

The closing two records of the section above lead into the next:
SMILES | GPR151 activ | FBW7 activator | TEAD-YAP inh | MITF inh
Cc1nc2sccn2c1CN1CCN(CCCc2ccccc2)C(CCO)C1 (stereo not given) | 1.2 | 0.4 | 14 | 11
Cc1cc(C)nc(SCc2cc(=O)c(OC(=O)c3ccc(Cl)cc3Cl)co2)n1 | -2.0 | 0.3 | -6 | 3
COc1ccc(C(=O)CSc2ncnc3c2cnn3-c2ccccc2)cc1 | -1.1 | 0.0 | -4 | -9
O=C(NCc1cccnc1)c1cccc(C(=O)NCc2cccnc2)c1 | -0.5 | 0.0 | 14 | 1
COc1ccc(-c2nnc(NC(=O)c3cccc(F)c3)s2)cc1OC | -0.7 | 0.1 | 2 | -6
COc1ccc(C(NC(=O)c2ccc(=O)[nH]c2)C(=O)Nc2ccc(C(C)C)cc2)cc1 (stereo not given) | -2.1 | 0.6 | 3 | 27
CCc1nnc(NC(=O)c2cccc(Cl)c2)s1 | -1.6 | -0.2 | -40 | 8
O=C(O)CCC(=O)N(CCc1ccccc1)C1CC(=O)N(c2ccccc2)C1=O (stereo not given) | 1.5 | 0.5 | 4 | 4
Cc1ccc2nc(SCC(=O)N3CCOCC3)[nH]c2c1 | 2.1 | 0.2 | -50 | 7
Cc1nn(C)c(Cl)c1CN1CCC(n2nccc2NC(=O)CC(C)C)CC1 | -0.5 | -0.1 | 3 | 0
CC(=O)c1ccc(N=Cc2c(O)[nH]c(=S)[nH]c2=O)cc1 | -0.6 | -0.4 | -29 | -6
CCc1cc(CNC(=O)CC2C(=O)NCCN2Cc2cccc3ccccc23)on1 (stereo not given) | -0.2 | 0.4 | 11 | 11
Cc1csc(NC(=O)CSc2nnc(CSCc3ccccc3F)n2C)n1 | -0.3 | 0.2 | -1 | 8
O=C(CC1SC(=Nc2ccccc2)N(c2ccccc2)C1=O)Nc1ccc(N2CCOCC2)cc1 (stereo not given) | 0.6 | 0.3 | 7 | 9
Cc1c(C(=O)NCc2ccc(F)cc2)sc2ncn(CC(=O)Nc3cccc(C(F)(F)F)c3)c(=O)c12 | 0.8 | -0.1 | 0 | 1
CCOc1ccc(Br)cc1S(=O)(=O)N1CCC(C(N)=O)CC1 | 1.8 | 0.6 | 2 | 11
COc1ccc(CC(=O)Nc2ncn[nH]2)cc1 | 3.0 | -0.3 | 2 | 19
O=S(=O)(NC1CC1)c1ccc(OCc2cnc(Cl)s2)cc1 | -1.1 | -0.1 | 6 | -7
Cc1ccc(OCCCNCCN)c(Br)c1 | 0.8 | -0.1 | -3 | 5
O=C(CSc1nc2c(c(=O)n1-c1ccc(Cl)cc1)SCC2)NCCc1ccccc1 | 0.7 | 0.0 | -1 | -7
COc1ccc2ccccc2c1CN1CCCC(CO)C1 (stereo not given) | 0.9 | 0.3 | 8 | 21
COc1ccc(S(=O)(=O)N2CCN(C)CC2)c(C)c1 | -0.7 | 0.0 | 1 | -8
CCOc1ccccc1-c1noc(CCC(=O)NC2CCCCC2)n1 | -1.2 | 0.8 | 8 | 18
Cc1c(C(=O)NCc2ccccn2)oc2ccc(S(=O)(=O)N3CCC(C)CC3)cc12 | 1.5 | 0.0 | -2 | 11
N/C(=N\N=C\c1c[nH]c2ccccc12)SC1CC(=O)N(c2ccc(C(=O)O)cc2)C1=O (stereo not given) | -0.8 | 0.0 | 8 | -7
COCCNC(=O)C1CCN(C(=O)c2cnn(-c3ccccc3)c2-n2cccc2)CC1 | 0.0 | 0.2 | 3 | 9
Cc1ccc(C)c(NS(=O)(=O)c2cc3c(cc2C)n(C)c(=O)c(=O)n3C)c1 | 0.7 | 0.1 | 6 | 6

Next section.
SMILES | GPR151 activ | FBW7 activator | TEAD-YAP inh | MITF inh
CCOc1cc(C2C=C(c3cccc([N+](=O)[O-])c3)Nc3nnnn32)ccc1OC(F)F (stereo not given) | 0.0 | -0.1 | -5 | 2
O=[N+]([O-])c1c(NCCCO)cc(N2CCc3ccccc3C2)c2nonc12 | 1.2 | 0.1 | 0 | 10
c1ccc(-c2cc(NCCCN3CCOCC3)nc(-c3cccnc3)n2)cc1 | -0.2 | -0.1 | 19 | -4
O=C(Nc1nnc(S(=O)(=O)Nc2ccccc2)s1)c1ccccc1F | -0.2 | 0.1 | 0 | 6
COc1ccccc1C(O)(C(=O)NN(C(=O)c1ccccc1)c1ccccc1Cl)c1ccccc1OC | -0.7 | -0.2 | 3 | -2
COc1ccccc1N1CC(C(=O)Nc2nnc(SCc3ccccn3)s2)CC1=O (stereo not given) | 0.5 | -0.1 | 0 | 6
COc1ccc(-c2csc(Nc3ccccc3[N+](=O)[O-])n2)cc1OC | 1.3 | -0.8 | 0 | 23
Cc1cc(C)cc(NC(=O)Cn2c(=O)n(C3CCCCC3)c(=O)c3cccnc32)c1 | 1.2 | 0.8 | 6 | 15

Bioassay records (PubChem BioAssay)

Outcome played no part in choosing rows; 3.4% or so of the library scored in one or more.
